Screening data: PubChem BioAssay, several laboratories
PP5 inh = inhibitors of human protein phosphatase 5 (PP5); purified PP5c, OMFP substrate fluorescence; AID 1987; 320,000 tested, 0.18% active; P53041; inhibition, % at 6.7 µM;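 active = inhibition above the campaign's mean inhibition across all tested compounds plus 3 SD, cut at about 9.5% in these data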;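 note: 0% = DMSO only and 100% = 100 µM cantharidin control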
Target sequence (P53041 whole entry, looked up): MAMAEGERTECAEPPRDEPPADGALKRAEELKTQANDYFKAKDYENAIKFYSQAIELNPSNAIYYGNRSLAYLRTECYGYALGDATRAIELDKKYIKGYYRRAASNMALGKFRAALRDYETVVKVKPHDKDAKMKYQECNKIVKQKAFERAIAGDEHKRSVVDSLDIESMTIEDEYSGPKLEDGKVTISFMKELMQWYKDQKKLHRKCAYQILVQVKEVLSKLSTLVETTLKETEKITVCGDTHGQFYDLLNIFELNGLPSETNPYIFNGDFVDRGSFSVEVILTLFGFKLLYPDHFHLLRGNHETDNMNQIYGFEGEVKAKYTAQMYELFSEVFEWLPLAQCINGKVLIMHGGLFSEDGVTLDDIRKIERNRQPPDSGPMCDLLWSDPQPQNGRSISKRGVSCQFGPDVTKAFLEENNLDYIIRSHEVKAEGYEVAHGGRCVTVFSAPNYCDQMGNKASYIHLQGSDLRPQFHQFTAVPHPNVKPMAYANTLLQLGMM
CR mimetic SO = lowers age-related superoxide in aged yeast cells. 330,000 tested, 0.18% active. S. cerevisiae aged cells, superoxide DHE fluorescence; hits give low values. superoxide response (% of plate mean), % at 10 µM;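 active = superoxide response under a set limit, about three screen SD below normal, cut at about 65% in these data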;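 note: yeast aged for seven days with compound at 30 °C before DHE staining; 100% = average MFI of all compound-treated wells on the plate with controls excluded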
core dimer inh = HCV core protein dimerization inhibition | TR-FRET GST/Flag-core106 dimerization, 1536-well | inhibition, % at 5 µM | 300,000 tested, 0.33% active | AID 1899;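 active = inhibition above the mean of all tested compounds plus 3 SD, set per screening campaign, cut at about 45% in these data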
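Assay system: Tagged HCV core106 pair (GST and Flag) | Buffer or medium: KF-containing HEPES buffer, pH 7.45, DTT, CHAPS, BSA | Also added: Eu donor and XL665 acceptor anti-tag antibodies | Dosing: One concentration, 5 µM, in 0.5% DMSO | Timing: 4 h at 22.5 °C | Technique: TR-FRET 671 and 617 nm emission | Repeats: Singlicate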
CTSL1 counter = cathepsin L1 inhibition, PFM18AAP counter-screen. inhibition, % at 5.96 µM. recombinant F. hepatica cathepsin L1, Z-Leu-Arg-MCA fluorescence. AID 1906. 300,000 tested, 0.49% active;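 active = inhibition above the mean of all tested compounds plus 3 SD, set per screening campaign, cut at about 17% in these data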;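 note: 0% = plate median of test compound wells and 100% = 1 µM Z-Phe-Ala-diazomethylketone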
PP1 inh = blocks human PP1-alpha phosphatase, a PP5 counter-screen. purified PP1alpha, OMFP fluorescence. inhibition, % at 6.7 µM. 320,000 tested, 0.9% active. AID 2235;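 active = inhibition above the mean inhibition of all tested compounds plus 3 SD, computed separately for each screening campaign, cut at about 15% in these data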
Target sequence (P62136 whole entry, looked up): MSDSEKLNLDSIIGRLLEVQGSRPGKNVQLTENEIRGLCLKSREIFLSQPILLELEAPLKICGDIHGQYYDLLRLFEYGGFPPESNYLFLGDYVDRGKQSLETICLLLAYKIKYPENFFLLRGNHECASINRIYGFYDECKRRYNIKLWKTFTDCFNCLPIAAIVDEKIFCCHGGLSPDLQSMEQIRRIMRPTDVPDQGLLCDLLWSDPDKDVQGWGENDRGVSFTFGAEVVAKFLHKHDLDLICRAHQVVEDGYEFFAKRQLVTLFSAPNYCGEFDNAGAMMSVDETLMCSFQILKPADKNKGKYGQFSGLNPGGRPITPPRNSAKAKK
TPT1 inhibitor = blocks Candida albicans tRNA 2'-phosphotransferase; recombinant caTPT1, FP RNA substrate dephosphorylation; inhibition, % at 5 µM; 300,000 tested, 0.81% active;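 active = inhibition above the mean of all tested compounds plus 3 SD, set per screening campaign, cut at about 24% in these data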;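 note: plate controls were DMSO alone for no effect and ferristatin control at 100 nM for full effect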
GASC-1 inh = blocks human GASC-1 demethylase activity. Q9H3R0. inhibition, % at 2.35 µM. GST-JMJD2C(1-420) H3K9me3 demethylation, DELFIA europium. 330,000 tested, 0.069% active;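 active = more than half of a compound's replicate wells show inhibition beyond 50%, single wells judged on their own value; inconclusive = some, but no more than half, of replicates pass 50% inhibition; inactive = no replicate passes 50% inhibition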;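 note: signal counts dimethyl H3K9 product captured on neutravidin plate; 0% = median of DMSO wells and 100% = 0.3 times that DMSO median; strong numbers were not always called active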
EBNA-1 inhibitor = blocks EBNA-1 binding to DNA; inhibition, % at 14.8 µM; AID 1950; EBNA-1 DNA binding, fluorescence polarization; 300,000 tested, 0.34% active; in the data active = inhibition above about 28%
ZTA DNA inh = blocks Epstein-Barr virus ZTA, an EBNA-1 counter-screen; P03206; ZTA-DNA binding, fluorescence polarization; inhibition, % at 11 µM; 320,000 tested, 0.15% active; in the data active = inhibition above about 33%
Target sequence (P03206 whole entry, looked up): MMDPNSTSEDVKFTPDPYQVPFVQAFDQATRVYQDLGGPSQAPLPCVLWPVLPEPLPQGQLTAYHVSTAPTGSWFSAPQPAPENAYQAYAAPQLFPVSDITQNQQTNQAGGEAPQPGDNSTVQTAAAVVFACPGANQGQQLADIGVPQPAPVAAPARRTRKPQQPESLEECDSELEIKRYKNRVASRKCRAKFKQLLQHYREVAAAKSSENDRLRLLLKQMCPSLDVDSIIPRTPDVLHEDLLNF
Numbers without * were called inactive.

Screening COc1ccc2c(C)c(CCC(=O)NC3CC3)c(=O)oc2c1C returned PP5 inh -1.7, CR mimetic SO 122, core dimer inh 3, CTSL1 counter -3, PP1 inh -2, TPT1 inhibitor -3, GASC-1 inh -5, EBNA-1 inhibitor -7 and ZTA DNA inh 4.
For O=S(=O)(NC1CCCCCC1)c1ccc(Br)s1 the results were PP5 inh 0.8, CR mimetic SO 102, core dimer inh 7, CTSL1 counter 1, PP1 inh 6, TPT1 inhibitor 1, GASC-1 inh -8, EBNA-1 inhibitor 6 and ZTA DNA inh 13.
Screening Cc1occc1C(=O)Nc1cccc(C(=O)O)c1 returned PP5 inh -2.6, CR mimetic SO 95, core dimer inh -6, CTSL1 counter 2, PP1 inh -2, TPT1 inhibitor -4, GASC-1 inh 6, EBNA-1 inhibitor -5 and ZTA DNA inh -3.
For Cc1cc(NC(=O)c2cccc(S(=O)(=O)N3CCCCCC3)c2)n(-c2ccccn2)n1 the results were PP5 inh 0.7, CR mimetic SO 96, core dimer inh 4, CTSL1 counter 2, PP1 inh -4, TPT1 inhibitor 0, GASC-1 inh -11, EBNA-1 inhibitor -8 and ZTA DNA inh -5.
For NC(=O)CC(NC(=O)c1ccc(Br)cc1)c1ccc(N2CCN(c3ccc(F)cc3)CC2)c([N+](=O)[O-])c1 (configuration not stated) the results were PP5 inh -2.8, CR mimetic SO 92, core dimer inh 6, CTSL1 counter -2, PP1 inh 21*, TPT1 inhibitor 2, GASC-1 inh 0, EBNA-1 inhibitor 0 and ZTA DNA inh -1.
`CCOC(=O)N1CCC(c2nc(C)sc2C(=O)O)CC1` gave PP5 inh 3.5, CR mimetic SO 104, core dimer inh -4, CTSL1 counter -2, PP1 inh -7, TPT1 inhibitor -2, GASC-1 inh 11, EBNA-1 inhibitor -9 and ZTA DNA inh 2.
For Cc1ccc(N(C(=O)C(F)(F)F)C(C(=O)NC2CCCCC2)c2ccncc2)cc1C (configuration not stated) the results were PP5 inh 2.4, CR mimetic SO 102, core dimer inh 6, CTSL1 counter -2, PP1 inh -6, TPT1 inhibitor -4, GASC-1 inh 1, EBNA-1 inhibitor 8 and ZTA DNA inh 5.
For CC(=O)Nc1ncc(Cc2cc(Cl)ccc2Cl)s1 the results were PP5 inh 2.1, CR mimetic SO 101, core dimer inh 3, CTSL1 counter -3, PP1 inh 4, TPT1 inhibitor -4, GASC-1 inh 10, EBNA-1 inhibitor 9 and ZTA DNA inh -11.
For COc1ccccc1NC(=O)C(Sc1ccccc1)c1ccccc1 (configuration not stated) the results were PP5 inh 2.2, CR mimetic SO 84, core dimer inh -2, CTSL1 counter 3, PP1 inh -1, TPT1 inhibitor -2, GASC-1 inh 0, EBNA-1 inhibitor -2 and ZTA DNA inh -15.
For CN(C)c1ncc(S(=O)(=O)c2ccc(Cl)cc2)c(-c2ccccc2)n1 the results were PP5 inh 6.5, CR mimetic SO 90, core dimer inh 4, CTSL1 counter 4, PP1 inh 4, TPT1 inhibitor -1, GASC-1 inh 3, EBNA-1 inhibitor -5 and ZTA DNA inh 2.
CSc1ccc(/C=N/N2CCN(Cc3ccccc3Cl)CC2)cc1 was read as PP5 inh 1.0, CR mimetic SO 107, core dimer inh 0, CTSL1 counter 6, PP1 inh -2, TPT1 inhibitor -2, GASC-1 inh -12, EBNA-1 inhibitor 13 and ZTA DNA inh 5.
`CCOc1ccc(NC(=O)c2ccc(NCC(=O)N3CCCCCC3)cc2)cc1` gave PP5 inh -4.0, CR mimetic SO 100, core dimer inh 1, CTSL1 counter -7, PP1 inh -2, TPT1 inhibitor -2, GASC-1 inh 8, EBNA-1 inhibitor 4 and ZTA DNA inh 17.
C/C(=N\O)c1ccn(S(=O)(=O)c2ccc(Cl)cc2)c1 was read as PP5 inh 2.6, CR mimetic SO 107, core dimer inh 2, CTSL1 counter 1, PP1 inh -7, TPT1 inhibitor -1, GASC-1 inh -7, EBNA-1 inhibitor -8 and ZTA DNA inh 2.
Cc1ccc2c(c1)[nH]c1c(=O)n(CCCN3CCOCC3)cnc12 was read as PP5 inh -0.9, CR mimetic SO 100, core dimer inh -17, CTSL1 counter -3, PP1 inh -4, TPT1 inhibitor -5, GASC-1 inh 1, EBNA-1 inhibitor 3 and ZTA DNA inh 5.
Screening COc1ccc2c3c(c(=O)oc2c1OCC(N)=O)CCCC3 returned PP5 inh 3.0, CR mimetic SO 97, core dimer inh 2, CTSL1 counter -1, PP1 inh 0, TPT1 inhibitor -5, GASC-1 inh 9, EBNA-1 inhibitor -11 and ZTA DNA inh -9.
Screening O=S(=O)(c1ccccc1Br)N1CCN(c2ncccn2)CC1 returned PP5 inh 3.4, CR mimetic SO 104, core dimer inh 1, CTSL1 counter -4, PP1 inh 0, TPT1 inhibitor -4, GASC-1 inh 3, EBNA-1 inhibitor -8 and ZTA DNA inh -11.
Screening Cc1ccc(N2C(=O)C3C4C=CC(CNC(=S)N5CCN(c6ccccn6)CC5)(O4)C3C2=O)cc1 (configuration not stated) returned PP5 inh 0.5, CR mimetic SO 98, core dimer inh 3, CTSL1 counter -2, PP1 inh 0, TPT1 inhibitor 1, GASC-1 inh -2, EBNA-1 inhibitor 6 and ZTA DNA inh -7.
`CCc1ccccc1NC(=O)NCc1ccccn1` gave PP5 inh 0.5, CR mimetic SO 95, core dimer inh 8, CTSL1 counter 0, PP1 inh -1, TPT1 inhibitor -1, GASC-1 inh 1, EBNA-1 inhibitor -1 and ZTA DNA inh -10.
COc1ccc(C(=O)NC2CCCc3c2cnn3-c2ccccc2F)o1 (configuration not stated) was read as PP5 inh 2.1, CR mimetic SO 117, core dimer inh 13, CTSL1 counter -3, PP1 inh -1, TPT1 inhibitor 5, GASC-1 inh 19, EBNA-1 inhibitor 1 and ZTA DNA inh 4.
Screening CCc1ccc(Oc2cc(C)nc(N)n2)cc1 returned PP5 inh -0.9, CR mimetic SO 84, core dimer inh -5, CTSL1 counter -1, PP1 inh -2, TPT1 inhibitor -1, GASC-1 inh -5, EBNA-1 inhibitor -10 and ZTA DNA inh -24.

By substructure, the compounds so far with fluorine.
For NC(=O)CC(NC(=O)c1ccc(Br)cc1)c1ccc(N2CCN(c3ccc(F)cc3)CC2)c([N+](=O)[O-])c1 (configuration not stated) the results were PP5 inh -2.8, CR mimetic SO 92, core dimer inh 6, CTSL1 counter -2, PP1 inh 21*, TPT1 inhibitor 2, GASC-1 inh 0, EBNA-1 inhibitor 0 and ZTA DNA inh -1.
For Cc1ccc(N(C(=O)C(F)(F)F)C(C(=O)NC2CCCCC2)c2ccncc2)cc1C (configuration not stated) the results were PP5 inh 2.4, CR mimetic SO 102, core dimer inh 6, CTSL1 counter -2, PP1 inh -6, TPT1 inhibitor -4, GASC-1 inh 1, EBNA-1 inhibitor 8 and ZTA DNA inh 5.
COc1ccc(C(=O)NC2CCCc3c2cnn3-c2ccccc2F)o1 (configuration not stated) was read as PP5 inh 2.1, CR mimetic SO 117, core dimer inh 13, CTSL1 counter -3, PP1 inh -1, TPT1 inhibitor 5, GASC-1 inh 19, EBNA-1 inhibitor 1 and ZTA DNA inh 4.

Continuation:
`O=C1/C(=C/c2ccc(O)c(O)c2)Oc2cc(O)ccc21` gave PP5 inh 2.1, CR mimetic SO 127, core dimer inh -37, CTSL1 counter 6, PP1 inh -6, TPT1 inhibitor 44*, EBNA-1 inhibitor -2 and ZTA DNA inh 0.
CS(=O)(=O)Nc1cccc(C(=O)CC2(O)C(=O)Nc3ccccc32)c1 (configuration not stated) was read as PP5 inh 0.2, CR mimetic SO 104, core dimer inh 1, CTSL1 counter 0, PP1 inh -3, TPT1 inhibitor 0, GASC-1 inh -1, EBNA-1 inhibitor -1 and ZTA DNA inh 18.
Screening Cc1ccccc1NC(=O)CN1C(=O)COc2ccc(S(=O)(=O)N3CCCC3)cc21 returned PP5 inh -0.7, CR mimetic SO 104, core dimer inh -5, CTSL1 counter 3, PP1 inh -3, TPT1 inhibitor -1, GASC-1 inh -2, EBNA-1 inhibitor -19 and ZTA DNA inh -4.
`O=C(C1=COCCO1)N1CCN(C(c2ccccc2)c2ccccc2)CC1` gave PP5 inh 4.4, CR mimetic SO 92, core dimer inh 6, CTSL1 counter 1, PP1 inh 2, TPT1 inhibitor 3, GASC-1 inh 21, EBNA-1 inhibitor -5 and ZTA DNA inh -4.
Nc1nc(COC(=O)C2CCN(C(=O)c3ccc(Cl)cc3)CC2)nc(Nc2ccccc2)n1 was read as PP5 inh 1.1, CR mimetic SO 112, PP1 inh -3, GASC-1 inh 20 and ZTA DNA inh -8.
CN(C)c1ccc(/C=N/NC(=O)COc2ccccc2)cc1 was read as PP5 inh 0.4, CR mimetic SO 95, core dimer inh -5, CTSL1 counter 3, PP1 inh -4, TPT1 inhibitor 1, GASC-1 inh -40, EBNA-1 inhibitor 10 and ZTA DNA inh 8.
CC(=O)C1=C(O)C(=O)N(C2CCCCC2)C1c1ccccc1 (configuration not stated) was read as PP5 inh 0.3, CR mimetic SO 105, core dimer inh 3, CTSL1 counter -5, PP1 inh 1, TPT1 inhibitor 1, GASC-1 inh 5, EBNA-1 inhibitor 7 and ZTA DNA inh 0.
Oc1c(Cl)cc(Cl)cc1C=Nc1cc(C(F)(F)F)ccc1N1CCc2ccccc2C1 was read as PP5 inh 3.4, CR mimetic SO 102, core dimer inh 1, CTSL1 counter -3, PP1 inh 1, TPT1 inhibitor 2, GASC-1 inh -5, EBNA-1 inhibitor -12 and ZTA DNA inh -1.
O=S(=O)(Nc1ncccn1)c1ccc(NC(=S)NCc2ccco2)cc1 was read as PP5 inh 1.6, CR mimetic SO 106, core dimer inh 0, CTSL1 counter -2, PP1 inh -2, TPT1 inhibitor 3, GASC-1 inh -29, EBNA-1 inhibitor -1 and ZTA DNA inh -5.
COc1cccc(Cn2c(-c3cccs3)noc2=O)c1 was read as PP5 inh -0.6, CR mimetic SO 119, core dimer inh 4, CTSL1 counter -2, PP1 inh -7, TPT1 inhibitor -4, GASC-1 inh -3, EBNA-1 inhibitor -5 and ZTA DNA inh 5.
Screening CCN1C(=O)C(C)S/C1=N\S(=O)(=O)c1ccc(Cl)s1 (configuration not stated) returned PP5 inh 4.3, CR mimetic SO 112, core dimer inh 0, CTSL1 counter 0, PP1 inh -4, TPT1 inhibitor -1, GASC-1 inh -5, EBNA-1 inhibitor 9 and ZTA DNA inh -9.
For CN(C)CC(O)COc1cc2ccccc2cc1C(=O)N1CCCCC1 (configuration not stated) the results were PP5 inh 2.9, CR mimetic SO 129, core dimer inh -1, CTSL1 counter 0, PP1 inh 0, TPT1 inhibitor -2, GASC-1 inh -8, EBNA-1 inhibitor 1 and ZTA DNA inh 1.
Screening C=CCn1c(SCC(=O)Nc2nnc(CC)s2)nnc1-c1ccncc1 returned PP5 inh -2.7, CR mimetic SO 81, core dimer inh -2, CTSL1 counter 0, PP1 inh 0, TPT1 inhibitor -2, GASC-1 inh -12, EBNA-1 inhibitor 4 and ZTA DNA inh -4.
For Nc1c(C(=O)c2ccc(Br)s2)oc2ccccc12 the results were PP5 inh 1.9, CR mimetic SO 111, core dimer inh -6, CTSL1 counter 0, PP1 inh 2, TPT1 inhibitor -2, GASC-1 inh inconclusive, EBNA-1 inhibitor 5 and ZTA DNA inh -11.
For Cc1ccc(NS(=O)(=O)c2ccc3c(c2)NC(=O)CCS3)cc1C the results were PP5 inh 0.3, CR mimetic SO 87, core dimer inh 4, CTSL1 counter 1, PP1 inh -1, TPT1 inhibitor -3, GASC-1 inh -36, EBNA-1 inhibitor -4 and ZTA DNA inh 1.
Screening CCCc1nc(NCc2ccc3c(c2)OCO3)c2nnn(Cc3ccccc3Cl)c2n1 returned PP5 inh 1.3, CR mimetic SO 94, core dimer inh 10, CTSL1 counter 7, PP1 inh 1, TPT1 inhibitor -1, GASC-1 inh 0, EBNA-1 inhibitor 27 and ZTA DNA inh -6.
